Screening results (PubChem)
P. falciparum M17LAP: P. falciparum M17LAP inhibitors, primary screen, biochemical, fluorogenic H-Leu-NHMec substrate, 1536-well (AID 1619); one-dose inhibition, % at 30 µM; IC50 in µM for titrated hits; hit rate 0.38% among 220,000; recombinant M17LAP, H-Leu-NHMec fluorogenic kinetic assay; higher % means a stronger effect;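 active = compound inhibiting the enzyme by more than half at any dose during confirmatory dose-response retesting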;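 note: plate controls were full reaction with DMSO carrier for no effect and no enzyme background for full effect; strong numbers were not always called active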
Autophagy mod: autophagy modulation, high-content screen; hit rate 0.98% among 190,000; MEF GFP-LC3 puncta imaging; test concentration mostly 10 µM; calls only at 10 µM (by protocol); AID 463193;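 active = percentage of spot-positive cells more than 3 SD above its plate mean, without a fluorescence outlier flag or 80% toxicity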;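 note: spot-positive cell cutoff set from DMSO-treated cells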
Yfh1-off respiration: enhancers of respiration in Yfh1-depleted yeast, dose response, Friedreich's ataxia, plus single-dose screen (AID 1465). S. cerevisiae Yfh1-off respiration, WST-1 reduction, 72 h; higher fold induction means a stronger effect. hit rate 0.074% among 220,000. fold induction at 50 µM, or EC50 in µM where a hit was titrated;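 active = fold induction of absorbance versus untreated yeast above a set limit, then at least 30% activation at any dose in follow-up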;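 note: activators that raise dye reduction in frataxin-depleted yeast; strong numbers were not always called active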
bCat nuc transl: alters nuclear translocation of beta-catenin in HeLa cells; immunofluorescence imaging; hit rate 0.3% among 190,000; nuclear translocation activity, % at 5 µM; AID 1665;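 active = nuclear translocation activity above 50% at 5 µM, with a well cell count of 50 or more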;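 note: per-cell ratio of nuclear to cytoplasmic median beta-catenin stain intensity; plate controls were DMSO negative control for no effect and GSK-3 inhibitor IX positive control for full effect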
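test system = HeLa cells, endogenous beta-catenin | dosing = single 5 µM dose plus 0.02–20 µM confirmation series | times = compound treatment 24 h, 37°C, 5% CO2 | technique = beta-catenin immunofluorescence imaging with DAPI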
NOD2 inhibition: inhibition of NOD2-driven NF-kB reporter – cell-based, luminescence, uHTS, HEK293 (AID 1566). HEK293 NOD2/NF-kB luciferase reporter, luminescence; higher % means a stronger effect. one-dose inhibition, % at 4 µM; EC50 in µM for titrated hits. hit rate 0.63% among 290,000; in the data active = inhibition above about 50%; note: many of its hits are not listed in these tables
Dynein cargo inh: blocks dynein driven cargo transport along microtubules | z-score, hits read low | AID 1381 | 3617.4 mouse cells, GR-EGFP nuclear translocation imaging; test concentration mostly 20 µM; stimulated with dexamethasone, 1 µM; hits give low values | hit rate 0.47% among 220,000;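 active = plate z-score of nuclear minus cytoplasmic receptor signal below a set negative limit, without overly bright fluorescence or cell loss, cut at about -3.5 in these data, passing the limit was not always enough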;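 note: z-score of nuclear minus cytoplasmic ring GR-EGFP intensity difference per well; some compounds called inactive have numbers as strong as hits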
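Buffer or medium: tetracycline-free induction medium containing charcoal-stripped FBS / Reagent: dexamethasone agonist, 1.0 µM final, for 30 min / Technique: automated 10x imaging of fixed Hoechst-stained cells / Times: induction 48 h, compound 1 h, agonist 30 min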
NOD1 NF-kB reporter: inhibition of NOD1-driven NF-kB reporter – cell-based, luminescence, uHTS, primary screen (AID 1578) | NOD1-driven NF-kB luciferase reporter cells, luminescence; higher % means a stronger effect | hit rate 1% among 290,000 | inhibition, % at 4 µM; hits with a dose series show EC50 in µM; in the data active = inhibition mostly above about 36%, no sharp cut-off; inactive = mostly below about 34%;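 note: HEK-293T reporter cells stimulated with the NOD1 agonist gamma-tri-DAP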
MT stabilize HCS: microtubule stabilization, imaging screen | HeLa tubulin immunostaining HCS, 24 h; share of cells brighter than vehicle mean+2SD | % tubulin-high responders, % at 10 µM | hit rate 0.83% among 200,000 | AID 2205;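 active = plate Z-score above 3 for both tubulin-high and condensed-nucleus cell shares, with cell loss under 80%, at 10 µM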;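 note: anti alpha tubulin signal scored within the nucleus-defined area of each cell; some results filed as inactive read as strong as hits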
Insulin prom up: MIN6 insulin promoter up-regulation | MIN6 insulin promoter-GFP reporter, high-content imaging; hits give high values | z-score at 5 µM | hit rate 0.3% among 190,000;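 active = z-score above 3 at 5 µM with at least 500 cells counted in the well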
Dynein cargo inh cytoplasmic EGFP: further read-out of Dynein cargo inh, marked with its call; z-score; measured here: cytoplasmic GR-EGFP intensity; hits give high values
Dynein cargo inh nuclear GR-EGFP: second read-out of Dynein cargo inh, no call of its own (marks repeat the call); z-score; measured here: nuclear GR-EGFP intensity;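 lower value marks the stronger effect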
Dynein cargo inh cell count: second read-out of Dynein cargo inh, no call of its own (marks repeat the call); z-score; measured here: cell count per field
Insulin prom up cell count: second read-out of Insulin prom up, no call of its own (marks repeat the call); cell count; measured here: cytotoxicity, nuclei count;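 total cells summed across four imaged fields per well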
bCat nuc transl cell count 5 µM: second read-out of bCat nuc transl, no call of its own (marks repeat the call); cell count; measured here: cell count, cytotoxicity flag
MT stabilize HCS Hoechst-high %: recorded beside MT stabilize HCS, whose call it bears; % Hoechst-high responders; measured here: nuclear condensation Hoechst responders;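 share of cells brighter than vehicle mean plus two SD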
MT stabilize HCS cytotoxicity %: recorded beside MT stabilize HCS, whose call it bears; toxicity, %; measured here: cytotoxicity by cell density;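 0% = mean cell density of plate MIN control wells and 100% = no cells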
Autophagy mod cell loss 18 h: further read-out of Autophagy mod, marked with its call; toxicity, %; measured here: cell loss, nuclei count;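 cell loss after 18 h compound exposure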
Numbers without * were called inactive; i = inactive; · = not tested or not shown.

| molecule | Dynein cargo inh nuclear GR-EGFP | bCat nuc transl | Autophagy mod cell loss 18 h | MT stabilize HCS | MT stabilize HCS cytotoxicity % | Dynein cargo inh cell count | MT stabilize HCS Hoechst-high % | bCat nuc transl cell count 5 µM | P. falciparum M17LAP | NOD2 inhibition | Dynein cargo inh | NOD1 NF-kB reporter | Insulin prom up | Dynein cargo inh cytoplasmic EGFP | Yfh1-off respiration | Insulin prom up cell count | Autophagy mod |
| --- | --- | --- | --- | --- | --- | --- | --- | --- | --- | --- | --- | --- | --- | --- | --- | --- | --- |
| CCC(=O)N1CCNC(=O)C1CC(=O)Nc1ccc(C)c(Cl)c1 (stereo not given) | -0.19 | -1.6 | -7 | 3.5 | 2.6 | -0.19 | 1.9 | 1051 | -1% | -8% | 0.11 | -13% | 0.1 | -0.22 | i | 2106 | i |
| Cc1cc(C)n(-c2ccc(C(=O)Nc3ccccc3N3CCOCC3)cc2)n1 | -0.32 | 3.4 | -9 | 0.9 | 5.8 | 0.34 | 1.1 | 1347 | -5% | 20% | -0.34 | -14% | -0.99 | -0.19 | i | 1147 | i |
| O=C(O)C(NS(=O)(=O)c1ccc(F)cc1)c1ccccc1 (stereo not given) | 0.11 | -0.1 | 14 | 1.8 | 7.6 | 0.72 | 1.8 | 1502 | -2% | 21% | -0.29 | -16% | 0.01 | 0.15 | i | 1435 | i |
| O=C(N/N=C/c1ccc(F)c(F)c1)c1cc2c(s1)-c1ccccc1CC2 | -0.68 | -2.1 | 21 | 1.1 | 7.3 | 0.3 | 2.2 | 1132 | -1% | 1% | -0.86 | 0% | 0.01 | -0.2 | i | 1791 | i |
| CCC(=O)c1ccc(N2CCN(C(=O)c3ccc(F)cc3)CC2)c(F)c1 | 0.95 | -0.7 | 28 | 2.0 | 5.9 | -0.98 | 1.1 | 1570 | 1% | -3% | 0.78 | -15% | -0.76 | -0.086 | i | 1293 | i |
| CCc1ccc(N2CC(C(=O)Nc3ccccc3F)CC2=O)cc1 (stereo not given) | 0.38 | 1.7 | 5 | 2.5 | 5.6 | 0.66 | 4.8 | 1071 | 1% | -2% | 0.16 | -6% | -0.53 | -0.19 | i | 1401 | i |
| CCNC(=O)CC1SC(=Nc2cccc(Cl)c2C)N(C)C1=O (stereo not given) | -0.16 | -2.2 | -4 | 2.9 | 3.9 | 0.42 | 2.5 | 642 | 4% | 10% | -0.18 | -8% | · | -0.25 | i | · | i |
| Cc1ccccc1NC(=O)c1cn(-c2ccccc2)nc1-c1ccccc1 | 0.71 | -1.6 | -7 | 2.6 | 7.5 | -0.71 | 3.0 | 821 | 1% | -44% | 0.99 | -41% | 0.07 | -0.24 | i | 1403 | i |
| CNC(=O)/C(=C\C=C\c1ccccc1)NC(=O)c1ccc([N+](=O)[O-])cc1 | -0.2 | -0.1 | 13 | 2.7 | 2.7 | 0.33 | 1.0 | 1088 | 19% | 3% | 0.23 | 0% | 0.11 | -0.2 | i | 1890 | i |
| CCOc1ccc(N(CC(=O)Nc2nccs2)S(=O)(=O)c2c(C)noc2C)cc1 | -0.36 | -1.0 | 5 | 3.0 | 6.8 | -0.15 | 3.3 | 1079 | 13% | 2% | -0.67 | -4% | 0.97 | -0.13 | i | 916 | i |
| COc1cccc(C(=O)NC2CCN(CC(=O)Nc3nccs3)CC2)c1 | -1.3 | 1.9 | 5 | 2.9 | 3.2 | 1 | 1.8 | 1276 | 3% | 9% | -1.1 | 7% | -1.2 | -0.27 | i | 1688 | i |
| Nc1c2c(nc3ccccc13)CCCC2=O | 1.2 | -0.7 | · | · | · | -0.32 | · | 1292 | · | 4% | 1.3 | 2% | 0.21 | -0.16 | · | 1051 | · |
| CC1CCN(C(=S)c2ccc3c(c2)OCO3)CC1 | -0.055 | 8.6 | -3 | 0.9 | 13 | 0.26 | 2.0 | 956 | -1% | 12% | 0.15 | 4% | · | -0.31 | i | · | i |
| O=C(Cn1cnc2c(nnn2Cc2ccccc2F)c1=O)NCc1ccco1 | 0.31 | -2.1 | -3 | 6.3 | 4.0 | 0.43 | 0.5 | 1344 | 2% | -12% | 0.4 | 4% | 2 | -0.35 | · | 1480 | i |
| COc1ccc(NC(=O)CN2CCN(C(=O)c3ccco3)CC2)c(OC)c1 | -1 | 1.1 | 1 | 3.4 | 4.7 | 0.13 | 1.3 | 1477 | 7% | 3% | -0.71 | 12% | -0.5 | -0.21 | i | 1497 | i |
| C[C@@H](C(=O)NCc1ccccc1)N1C(=O)C2CC=CCC2C1=O (stereo not given in full) | -0.32 | -1.4 | -5 | 1.7 | 11 | 0.35 | 1.1 | 994 | 12% | 20% | -0.63 | 12% | 1.1 | -0.37 | i | 750 | i |
| CCN1C(=O)CC(C(=O)NC)SC1=Nc1cc(Cl)c(O)c(Cl)c1 (stereo not given) | 0.016 | -1.2 | -9 | 2.0 | 7.5 | 0.011 | 2.1 | 1103 | 0% | 12% | -0.22 | 2% | -1 | -0.22 | i | 898 | i |
| CN(C)NC1CC(=O)N(c2ccccc2)C1=O (stereo not given) | -0.38 | 0.1 | -4 | 2.2 | 3.3 | 0.28 | 2.3 | 1516 | -8% | 6% | -0.92 | -27% | -0.49 | -0.22 | i | 1655 | i |
| O=C(COc1ccc2ccccc2c1)NCCNC(=O)COc1ccc2ccccc2c1 | 0.4 | · | -1 | 1.8 | 5.7 | 0.25 | 1.4 | · | 14% | -17% | 0.068 | -27% | 0.59 | -0.25 | i | 893 | i |
| CC(C)(C)NC(=O)COC(=O)/C=C/c1ccccc1[N+](=O)[O-] | 0.069 | -2.0 | 33 | 1.9 | 4.1 | 0.46 | 1.5 | 1224 | 9% | 16% | -0.27 | -11% | -0.72 | -0.25 | i | 899 | i |
| CC(C)C(=O)Nc1ccc(N2CCN(S(C)(=O)=O)CC2)cc1 | -0.011 | · | -4 | 2.3 | 0.5 | 0.18 | 1.0 | · | -2% | 20% | -0.34 | 4% | 0.55 | -0.2 | i | 1030 | i |
| CN(C)C(=O)c1nc2ccccc2s1 | -0.96 | -1.4 | -8 | 1.7 | 8.5 | 1.5 | 2.0 | 986 | 10% | -12% | -1.1 | -10% | 0.04 | -0.29 | i | 1313 | i |
| COc1ccc(C(=O)NC(=S)Nc2cccnc2)cc1OC | 0.29 | 0.4 | -1 | 1.8 | 7.2 | 0.18 | 1.8 | 1524 | 10% | -17% | -0.31 | 2% | 0.5 | 0.018 | i | 1379 | i |
| Cc1ccc(OCC(=O)c2cc(C)n(C3CC3)c2C)c([N+](=O)[O-])n1 | -0.16 | 0.8 | 14 | 8.3 | 8.3 | 0.46 | 2.5 | 1100 | 10% | 11% | -0.26 | -36% | 0.12 | -0.27 | i | 1392 | i |
| Cc1cc(C)nc(/N=C2/NC(=O)CS2)n1 | -0.032 | -2.5 | -2 | 4.6 | 6.7 | 0.059 | 2.2 | 869 | 7% | 2% | -0.66 | 12% | -0.25 | -0.12 | i | 1066 | i |
| Cn1c2ccccc2c2cnn(CC(=O)O)c(=O)c21 | -0.28 | -3.2 | 21 | 4.3 | 10 | -0.025 | 3.7 | 951 | 1% | -14% | -0.85 | -12% | 0.27 | -0.2 | i | 1531 | i |
| CCCCc1oc2c(c(=O)c1C)C(=O)CC(c1ccccc1)C2 (stereo not given) | -0.15 | · | 2 | 2.0 | 10 | 0.059 | 1.1 | · | 0% | -6% | 0.33 | 23% | 1.5 | -0.3 | i | 735 | i |
| CCCCc1cc(=O)oc2c(CN3CCCC3)c(O)ccc12 | 0.42 | -8.7 | -6 | 4.9 | 3.7 | -0.59 | 2.4 | 961 | i | 4% | 0.27 | -16% | 0.02 | -0.16 | i | 943 | i |
| COc1ccc(/C=N/NC(=O)c2nc(-c3ccccc3)n(-c3ccccc3)n2)c(O)c1 | -0.082 | 2.8 | 25 | 7.0 | 25 | 0.071 | 1.7 | 970 | -2% | -18% | -0.59 | -42% | -2.2 | -0.13 | i | 663 | i |
| CN1C(=O)C(O)(CC(=O)/C=C/c2ccco2)c2ccccc21 (stereo not given) | -0.5 | 1.0 | -1 | 5.6 | 4.3 | -0.39 | 2.4 | 1575 | 22% | 11% | -1 | -23% | -0.5 | -0.24 | i | 1512 | i |
| CCOc1c(Br)cc(C2NS(=O)(=O)N=C3CCCCCN32)cc1OC (stereo not given) | -0.033 | 0.6 | -17 | 2.1 | 9.5 | 0.41 | 1.4 | 1093 | 21% | -6% | -0.37 | -22% | 0.53 | -0.23 | i | 996 | i |
| Cc1cc(NC(=O)CSc2nc3cc(Cl)ccc3c(=O)n2Cc2ccco2)no1 | 1.4 | -3.9 | 1 | 8.3 | 6.2 | -1.6 | 2.4 | 1100 | -2% | 4% | 2.3 | -19% | 0.03 | -0.31 | i | 1268 | i |
| CCn1cc(NC(=O)Nc2ccc(OC)c(OC)c2)c(C(N)=O)n1 | 0.2 | -2.2 | -1 | 1.7 | 7.7 | -0.28 | 1.8 | 1278 | 6% | 13% | 0.72 | -41% | · | -0.29 | i | · | i |

Two of the compounds above, with values under each structure.
Results follow in this order: Dynein cargo inh nuclear GR-EGFP, bCat nuc transl, Autophagy mod cell loss 18 h, MT stabilize HCS, MT stabilize HCS cytotoxicity %, Dynein cargo inh cell count, MT stabilize HCS Hoechst-high %, bCat nuc transl cell count 5 µM, P. falciparum M17LAP, NOD2 inhibition, Dynein cargo inh, NOD1 NF-kB reporter, Insulin prom up, Dynein cargo inh cytoplasmic EGFP, Yfh1-off respiration, Insulin prom up cell count, Autophagy mod
> Cc1cc(C)nc(/N=C2/NC(=O)CS2)n1
  -0.032, -2.5, -2, 4.6, 6.7, 0.059, 2.2, 869, 7%, 2%, -0.66, 12%, -0.25, -0.12, i, 1066, i
> CCCCc1oc2c(c(=O)c1C)C(=O)CC(c1ccccc1)C2 (stereo not given)
  -0.15, ·, 2, 2.0, 10, 0.059, 1.1, ·, 0%, -6%, 0.33, 23%, 1.5, -0.3, i, 735, i

Some of the compounds tested; rates above refer to the full screens.
